NPC1 promoter act: qHTS Assay for NPC1 Promoter Activators; AID 485313, 2010; Potency, µM (titrated, usually from 9.22 µM), for the others: at the top dose activation, usual class: activators; 2.4% of 320,000 active; Huh7 NPC1 promoter luciferase reporter, 24 h;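 note: % of control where 0% means no effect; nearly all actives have a fitted effect of over 60% in size; reporter is driven by a mutant NPC1 promoter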
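Huh7 reporter cells (NPC1 promoter driving luciferase) are dosed with compound for 24 h at 37 °C, 5% CO2; luciferase detection reagent is then added and luminescence measured after 10 min at ambient temperature.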
MBNL1-CUG inh: qHTS Assay for Inhibitors of MBNL1-poly(CUG) RNA binding | AID 2675, 2010 | TR-FRET MBNL1-His/biotin-(CUG)12 binding, 665/545 ratio | Potency, µM (titrated, usually from 57.5 µM), for the others: at the top dose activity change, negative = inhibition, most hits filed as inhibitors | 0.036% of 280,000 active | Muscleblind-like protein 1 (Homo sapiens), Q9NR56; active = well fitted inhibition curve with a large enough effect in the signal ratio, with a control signal flat, not every such curve was filed as active; inconclusive = small, poorly fitted or top-dose-only effect, or effect the other way, or a change in a side signal; inactive = no such curve, though single readings can be large or run the other way; the % refers to the signal ratio; note: % is set by controls: 0 for no effect and ±100 for the full control effect
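His-tagged MBNL1 binding to biotinylated (CUG)12 RNA was measured by TR-FRET using terbium anti-His antibody (0.055 ng/ul final) and streptavidin-XL665 (5 nM final). Compounds were titrated 92 nM to 58 uM; 60 min at room temperature.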
p53 reactivator: qHTS assay for re-activators of p53 using a Luc reporter. H1299 p53-A138V BP100-luciferase reporter, luminescence, 24 h. 0.063% of 320,000 active. AID 504706, 2011. Potency, µM (top dose mostly 92.2 µM), for the others: at the highest dose activity change, positive = activation, actives largely listed as activators; note: % of control where 0% means no effect; nearly all actives have a fitted effect of over 45% in size
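H1299 (p53-null), stable ts p53-A138V + BP100-Luc; 1000 cells/well, Opti-MEM/10% FBS; cpd 4 pt, 1:5; 24 h, 37 deg C, 5% CO2; detection reagent 10 min RT; luminescence.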
BRCA1 expr up: qHTS Assay to Identify Small Molecule Activators of BRCA1 Expression; Potency, µM (highest dose often 46.1 µM), inactives show top-dose activation, actives largely listed as activators; MCF7-BRCA1-FFLuc reporter, luminescence, 48 h; response scale: scaled: vehicle 0%, 10 µM genistein 100%; 1.1% of 380,000 active; note: nearly all actives have a fitted effect of over 80% in size; some results filed as inactive show a strong effect at the top dose
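MCF7-BRCA1-FFLuc, 2000 cells/well; 2 h attach, 37 °C/5% CO2; compound 48 h; luciferase substrate 15 min; luminescence end-point. Norm. to genistein 10 microM max activation and DMSO; concentration-response curves fitted.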
Gal4-VP16 FLuc: VP16 counterscreen qHTS for inhibitors of ROR gamma transcriptional activity | 3.5% of 310,000 active | Potency, µM (titrated, usually from 53.6 µM), inactives show at the top dose activity, negative = inhibition, actives largely listed as inhibitors | Drosophila S2 Gal4-VP16 UAS-luciferase, luminescence, 20 h;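 note: Gal4-VP16 expression switched on by copper sulfate through the metallothionein promoter; % is set by controls: 0 for no effect and ±100 for the full control effect; nearly all actives have a fitted effect of over 50% in size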
Rab9 promoter act: qHTS Assay for Rab9 Promoter Activators; Huh7 Rab9 promoter-luciferase reporter, luminescence, 24 h; 2.8% of 320,000 active; AID 485297, 2010; Potency, µM (titrated, usually from 9.22 µM), without a hit: at the highest dose activation, negative = inhibition, usual class: activators; note: % of control where 0% means no effect; nearly all actives have a fitted effect of over 60% in size
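Huh7 reporter line, Rab9 promoter upstream of luciferase. Compound exposure 24 h at 37 °C in reduced-serum medium with 10% FBS. Read-out: luminescence.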
uPA generation: qHTS for Inhibitors of Cell Surface uPA Generation. Potency, µM (series often up to 38.3 µM), without a hit: top-dose activity change, negative = inhibition, hits mostly inhibitors. cell surface uPA generation assay, qHTS. 0.31% of 330,000 active; active = well fitted inhibition curve with a large enough effect; inconclusive = small, poorly fitted or top-dose-only effect; inactive = no such curve, though single readings can be large or run the other way; tested in mouse RAW 264.7 cells; note: % is set by controls: 0 for no effect and ±100 for the full control effect; nearly all actives have a fitted effect of over 55% in size
RORgamma inh: qHTS for inhibitors of ROR gamma transcriptional activity; Drosophila S2 Gal4-RORgamma UAS-luciferase reporter, 20 h; AID 2551, 2010; Nuclear receptor ROR-gamma (Mus musculus), P51450; Potency, µM (doses to about 53.6 µM), inactives show at the top dose activity change, negative = inhibition, usual class: inhibitors; 5.4% of 310,000 active; note: % is set by controls: 0 for no effect and ±100 for the full control effect; nearly all actives have a fitted effect of over 60% in size
Target sequence (P51450 whole entry, looked up, the tested form may be a part): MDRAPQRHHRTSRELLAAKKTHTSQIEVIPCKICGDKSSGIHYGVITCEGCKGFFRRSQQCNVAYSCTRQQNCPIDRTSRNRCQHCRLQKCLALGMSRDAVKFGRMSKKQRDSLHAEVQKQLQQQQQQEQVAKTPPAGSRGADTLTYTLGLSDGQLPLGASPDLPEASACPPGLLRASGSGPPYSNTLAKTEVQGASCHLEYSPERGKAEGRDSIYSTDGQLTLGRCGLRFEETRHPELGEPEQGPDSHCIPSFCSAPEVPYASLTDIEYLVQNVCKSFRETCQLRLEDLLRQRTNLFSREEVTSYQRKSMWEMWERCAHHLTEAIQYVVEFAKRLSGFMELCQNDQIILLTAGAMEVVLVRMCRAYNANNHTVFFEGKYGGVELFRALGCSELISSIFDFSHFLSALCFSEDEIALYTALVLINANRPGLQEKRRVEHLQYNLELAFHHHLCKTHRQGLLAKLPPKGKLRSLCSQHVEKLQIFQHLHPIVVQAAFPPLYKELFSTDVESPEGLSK
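Read-out: Photinus luciferase luminescence; inhibitors lower reporter signal. Insect Schneider cells with Gal4-ROR gamma fusion under metallothionein promoter, UAS reporter; 700 uM final copper sulfate induction, 20 hr, ambient temperature.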
FLuc modulator: qHTS profiling assay for firefly luciferase inhibitor/activator using purifed enzyme and Km concentrations of substrates (counterscreen for miR-21 project) | Luciferin 4-monooxygenase (Photinus pyralis), P08659 | purified FLuc, Km substrates, luminescence inhibition | Potency, µM (series often up to 57.5 µM), without a hit: at the top dose activity change, negative = inhibition, usual class: inhibitors | 6.9% of 360,000 active;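 note: plate controls were vehicle for no effect and reference inhibitor for full effect; nearly all actives have a fitted effect of over 55% in size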
Target sequence (P08659 whole entry, looked up): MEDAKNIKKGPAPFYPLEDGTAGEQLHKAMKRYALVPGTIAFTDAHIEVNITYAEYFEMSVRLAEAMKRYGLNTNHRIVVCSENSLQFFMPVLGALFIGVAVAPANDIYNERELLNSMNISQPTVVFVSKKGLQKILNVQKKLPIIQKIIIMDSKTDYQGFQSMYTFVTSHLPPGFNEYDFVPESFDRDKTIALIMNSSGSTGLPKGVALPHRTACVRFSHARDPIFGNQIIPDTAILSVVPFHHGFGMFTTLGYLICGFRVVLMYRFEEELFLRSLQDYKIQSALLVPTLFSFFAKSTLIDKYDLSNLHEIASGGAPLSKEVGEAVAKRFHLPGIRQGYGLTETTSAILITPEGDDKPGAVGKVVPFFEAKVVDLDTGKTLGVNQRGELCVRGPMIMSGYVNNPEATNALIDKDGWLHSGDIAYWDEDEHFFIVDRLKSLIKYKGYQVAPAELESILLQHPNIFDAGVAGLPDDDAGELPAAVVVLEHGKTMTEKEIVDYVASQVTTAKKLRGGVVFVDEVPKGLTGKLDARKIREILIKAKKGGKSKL
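Purified P. pyralis luciferase, 10 nM final, with Km-level 10 uM D-luciferin and 10 uM ATP in 50 mM Tris acetate pH 7.5, 10 mM Mg acetate, 0.01% Tween-20, 0.05% BSA; 6-point qHTS titration about 60 µM downward; luminescence read.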
ELG1 genotox: qHTS screen for small molecules that induce genotoxicity in human embryonic kidney (HEK293T) cells expressing luciferase-tagged ELG1; HEK293T ELG1-luciferase reporter, luminescence, 16 h; Potency, µM (titrated, usually from 46 µM), for the others: at the top dose activity change, positive = activation, actives largely listed as activators; 1.3% of 330,000 active; AID 504466, 2011; note: % of control where 0% means no effect; nearly all actives have a fitted effect of over 60% in size
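Reporter readout depends on ELG1 protein level, which increases with genetic stress. After 16 hr compound exposure at 37 °C, luciferase activity was quantified using ONE-Glo.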
The depositor's hits bear a star; ? = inconclusive; . = not tested or not shown; & = joins results of further samples; [ ] = another dose, or the depositor's remark. Unless noted, calls come from the whole dose curve; as a rule, active = well fitted curve in the direction sought with a large enough effect; inconclusive = small, poorly fitted or top-dose-only effect, or another doubt; inactive = no such curve, though single readings can be large; an effect the other way counts as inactive or inconclusive. Potency is the fitted concentration of half-maximal effect.

SMILES	NPC1 promoter act	MBNL1-CUG inh	p53 reactivator	BRCA1 expr up	Gal4-VP16 FLuc	Rab9 promoter act	uPA generation	RORgamma inh	FLuc modulator	ELG1 genotox
COc1cccc(NC(=O)N2CCC(NC(=O)C(Cc3ccccc3OC)NC(C)=O)CC2)c1 (stereo unspecified)	-1%	-4%	0%	17%	-2%	-1%	0%	5%	0%	0%
COc1ccccc1C(=O)C1CCCN(C(=O)CCc2ccccn2)C1 (stereo unspecified)	-4%	0%	-2%	-4%	-3%	2%	-4%	-4%	-2%	-1%
CCC(C)c1ccccc1N1CC(C(=O)N2CCN(S(=O)(=O)c3cccc([N+](=O)[O-])c3)CC2)CC1=O (stereo unspecified)	-6%	.	4%	-15%	.	-6%	-17%	.	4%	-6%
COc1cccc(-c2cc(N)nn2C(=O)Nc2ccc(Cl)cc2)c1	0%	4%	-4%	42%	8%	-2%	1%	8%	?	-2%
N#C/C(=C\c1ccc(C(=O)O)cc1)c1nc2sc3c(c2c(=O)[nH]1)CCCC3	-3%	-5%	-4%	11%	3%	-2%	12%	9%	?	0%
Oc1ccc(-c2[nH]ncc2-c2nc3ccccc3s2)c(O)c1	-4%	-4%	-2%	-5%	7%	1%	4%	1%	-16%	10%
COc1ccc(NC(=O)CSCC(=O)N2CCCc3ccccc32)cc1	11%	.	-3%	-23%	.	7%	-2%	.	-12%	?
N#CC1=C(SCC(=O)Nc2ccc(C(=O)O)cc2)NC(=O)CC1c1ccco1 (stereo unspecified)	-1%	-17%	4%	-3%	7%	-4%	?	-5%	-4%	-1%
O=C(Nc1cccc(C(F)(F)F)c1)OCCN1CCN(Cc2ccccc2)CCC1=O	-5%	-5%	1%	-9%	-5%&-1%	0%	10%	?	-1%	-4%
Cc1cccc(Nc2nc(-c3ccc(F)c(C)c3)cs2)n1	3.2µM*	-1%	?	20%	?	4µM*	5%	-38%	6µM*	11%
CSc1nc(NCCCO)c2c3c(sc2n1)CN(C)CC3	-1%	.	2%	-18%	0%	-2%	6%	-1%	-1%	-7%
CCNC(=O)NC(=O)COC(=O)c1cccc(NS(=O)(=O)/C=C/c2ccccc2)c1	-7%	.	11%	-19%	-9%	-3%	-7%	?	2%	1%
O=C(Nc1ccc(F)cc1)Nc1ccccc1C(=O)NCCN1CCNC1=O	-6%	.	2%	1%	5%	1%	3%	-4%	17µM*	0%
O=C(Nc1cccc(F)c1)c1ccc2c(c1)OCO2	2.8µM*	-3%	25%	?	6%	1.6µM*	-11%	36%	11µM*	5.2µM*
Cc1c(N=Cc2nc3ccccc3n2C)c(=O)n(-c2ccccc2)n1C	0%	7%	6%	1%	-1%	5%	0%	-32%	1.5µM*	?
CN(CC(=O)Nc1c(Cl)cccc1Cl)C(=O)CCC(=O)c1ccccc1	-8%	.	6%	-20%	.	-5%	0%	.	8%	1%
CCCCN1C(=O)C(O)(CC(=O)c2ccco2)c2cc(Br)ccc21 (stereo unspecified)	-7%	2%	17%	-70%	26%	0%	?	9%	7%	10%
COc1ccc(-c2ccc(C#N)c(SCC(=O)NC3CC3)n2)cc1OC	-2%	7%	-7%	-9%	7%	-6%	7%	20%	-1%	10%
CCOC(=O)C(NC(=O)c1ccccc1)(OCC1(CC)COC1)C(F)(F)F (stereo unspecified)	-2%	-13%	-11%	-9%	1%	5%	1%	-21%	1%	-2%
COc1ccc(C2(CNC(=O)c3ccccc3[N+](=O)[O-])CCOCC2)cc1	-2%	6%	-3%	-8%	13%	-8%	-1%	28%	1%	2%
CCOC(=O)[C@@H]1[C@H]2COc3ccccc3[C@@H]2N2C(=O)N(c3ccc(F)cc3)C(=O)[C@@]12C	2%	-2%	15%	-6%	-7%	-3%	-12%	13µM*	1%	1%
COC(=O)C/C=C/[C@@H](C)[C@@H](/C=N/OC[C@H]1O[C@H](c2ccccc2)C=C[C@@H]1Oc1ccc(OC)cc1)NS(=O)(=O)c1ccc(C)cc1	-3%	-11%	8%	.	0%	-5%	.	?	0%	0%
CCOC(=O)c1ccc(NC(=O)NC2CC3CCC(C2)N3Cc2nnnn2Cc2ccco2)cc1 (stereo unspecified)	-1%	-12%	2%	-20%	-11%	3%	-2%	15%	-11%	-2%
Cc1ccc([N+](=O)[O-])cc1N(CC(=O)N1CCCCC1)S(C)(=O)=O	2%	19%	13%	0%	-6%	-3%	-1%	1%	-2%	2%
CN1CCc2c(OCC(=O)N3CCCc4ccccc43)cccc2C1=O	-2%	-6%	0%	-32%	-6%	-11%	-7%	23%	-2%	-5%

Gathered by group, the entries above containing a nitro group on carbon.
SMILES	NPC1 promoter act	MBNL1-CUG inh	p53 reactivator	BRCA1 expr up	Gal4-VP16 FLuc	Rab9 promoter act	uPA generation	RORgamma inh	FLuc modulator	ELG1 genotox
CCC(C)c1ccccc1N1CC(C(=O)N2CCN(S(=O)(=O)c3cccc([N+](=O)[O-])c3)CC2)CC1=O (stereo unspecified)	-6%	.	4%	-15%	.	-6%	-17%	.	4%	-6%
COc1ccc(C2(CNC(=O)c3ccccc3[N+](=O)[O-])CCOCC2)cc1	-2%	6%	-3%	-8%	13%	-8%	-1%	28%	1%	2%
Cc1ccc([N+](=O)[O-])cc1N(CC(=O)N1CCCCC1)S(C)(=O)=O	2%	19%	13%	0%	-6%	-3%	-1%	1%	-2%	2%

New compounds follow.
SMILES	NPC1 promoter act	MBNL1-CUG inh	p53 reactivator	BRCA1 expr up	Gal4-VP16 FLuc	Rab9 promoter act	uPA generation	RORgamma inh	FLuc modulator	ELG1 genotox
Cc1nc2nc3c(cn2n1)C(=O)CC(C)(C)C3	-3%	-3%	-2%	-1%	-4%	-3%	-5%	-26%	3%	-3%
COc1ccc(NC(=O)C2Cc3ccccc3O/C2=N\O)cc1 (stereo unspecified)	29%	0%	21%	10µM*	5%	18%	-1%	2%	?	?
c1ccc(-c2cc(-c3ccc(N4CCOCC4)cc3)nc3ccccc23)cc1	1%	.	1%	18%	-13%	-1%	-4%	-5%[10 µM]	15µM*	9%
O=C1c2ccccc2C(O)(c2ncc[nH]2)N1CCc1ccccc1 (stereo unspecified)	11%	0%	-4%	-44%	-6%	-1%	0%	1%	0%	3%
Cc1ccc(C(=O)C2=C(O)C(=O)N(Cc3ccccc3)C2c2cccnc2)o1 (stereo unspecified)	0%	7%	4%	0%	2%	-1%	.	25%	3%	-24%
O=C(NNc1ccc(-c2csnn2)cc1)c1ccccc1C(F)(F)F	-4%	3%	-3%	-16%	-4%	1%	2%	18%	0%	1%
COC(=O)C1=C(C)N(c2ccc(C)c(C)c2)/C(=C/c2ccc(O)cc2)C1=O	-5%	-2%	-1%	-2%	?	1%	8%	?	-15%	-7%
CC(C(=O)Nc1cccnc1)N1C(=O)c2ccccc2C1=O (stereo unspecified)	-2%	2%	1%	4%	-1%	0%	3%	2%	2%	0%
CN(Cc1nc(Cc2ccccc2F)no1)[C@@H]1CS(=O)(=O)C[C@H]1O	-3%	14%	1%	3%	-1%	-5%	11%	2%	-3%	0%
COc1ccc(C(=O)Nc2ccc3c(c2)nc(CN2CCN(C(C)=O)CC2)n3C)cc1	0%	7%	4%	5%	1%	-8%	4%	-8%	?	-2%
CCC(CC)C(=O)OCC(=O)Nc1ccc(S(=O)(=O)N2CCOCC2)cc1OC	2%	-2%	-6%	-10%	-1%	-1%	-2%	-16%	-1%	1%
COC(=O)CC1C(=O)NCCN1C(=O)NC1CCCCC1 (stereo unspecified)	-1%	-6%	2%	0%	6%	13%	4%	-6%	1%	1%
CCc1nc2c(c(=O)c3ccccc3n2C)c(=O)n1CCc1ccc(OC)cc1	-1%	2%	?	.	-1%	-5%	.	9%	0%	-8%
Cc1ccc(-c2ccc(C(=O)NCc3ccccc3)o2)c2ccccc12	-4%	103%	-4%	4%	0%	-5%	-7%	3%	-5%	1%

Reprinted at random: 4 compounds from above.
SMILES	NPC1 promoter act	MBNL1-CUG inh	p53 reactivator	BRCA1 expr up	Gal4-VP16 FLuc	Rab9 promoter act	uPA generation	RORgamma inh	FLuc modulator	ELG1 genotox
O=C1c2ccccc2C(O)(c2ncc[nH]2)N1CCc1ccccc1 (stereo unspecified)	11%	0%	-4%	-44%	-6%	-1%	0%	1%	0%	3%
CCC(CC)C(=O)OCC(=O)Nc1ccc(S(=O)(=O)N2CCOCC2)cc1OC	2%	-2%	-6%	-10%	-1%	-1%	-2%	-16%	-1%	1%
Cc1nc2nc3c(cn2n1)C(=O)CC(C)(C)C3	-3%	-3%	-2%	-1%	-4%	-3%	-5%	-26%	3%	-3%
Cc1ccc(-c2ccc(C(=O)NCc3ccccc3)o2)c2ccccc12	-4%	103%	-4%	4%	0%	-5%	-7%	3%	-5%	1%

An unsorted share of the library, and some 13% of all compounds hit somewhere here.
